From PubChem BioAssay
p53 reactivator: restores transcriptional activity of mutant p53; H1299 p53-A138V BP100-luciferase reporter, luminescence, 24 h; Potency, µM (highest dose often 92.2 µM), without a hit: at the top dose activity change, positive = activation, usual class: activators; AID 504706; hit rate 0.063% among 320,000; also: potency is read from the fitted curve at half-maximal effect; % of control where 0% means no effect; nearly all actives have a fitted effect of over 45% in size
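H1299 (p53-null), stable ts p53-A138V + BP100-Luc; 1000 cells/well, Opti-MEM/10% FBS; cpd 4 pt, 1:5; 24 h, 37 deg C, 5% CO2; detection reagent 10 min RT; luminescence.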
NPC1 prom act: NPC1 promoter activation; Huh7 NPC1 promoter luciferase reporter, 24 h; Potency, µM (titrated, usually from 9.22 µM), without a hit: top-dose activation, usual class: activators; AID 485313; hit rate 2.4% among 320,000;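 also: potency is read from the fitted curve at half-maximal effect; % of control where 0% means no effect; nearly all actives have a fitted effect of over 60% in size; reporter is driven by a mutant NPC1 promoter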
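Stable NPC1-promoter luciferase Huh7 line; cpd (DMSO) 24 h, 37 °C, 5% CO2; Amplite luciferase reagent 10 min RT; luminescence readout. qHTS format.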
FLuc counter: firefly luciferase modulation, counter-screen for miR-21 project | P08659 | purified FLuc, Km substrates, luminescence inhibition | Potency, µM (series often up to 57.5 µM), for the others: at the top dose activity change, negative = inhibition, usual class: inhibitors | hit rate 6.9% among 360,000;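 also: potency is read from the fitted curve at half-maximal effect; plate controls were vehicle for no effect and reference inhibitor for full effect; nearly all actives have a fitted effect of over 55% in size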
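Purified P. pyralis luciferase (10nM final) with 10uM D-luciferin and 10uM ATP (Km levels) in 50mM Tris acetate pH 7.5, 10mM Mg acetate, 0.01% Tween-20, 0.05% BSA; qHTS 6-point titration, ~60 µM downward; luminescence read.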
VP16 counter: Gal4-VP16 reporter inhibition counter-screen | AID 2546 | Potency, µM (top dose mostly 53.6 µM), for inactives: at the top dose activity, negative = inhibition, actives largely listed as inhibitors | hit rate 3.5% among 310,000 | Drosophila S2 Gal4-VP16 UAS-luciferase, luminescence, 20 h;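 also: Gal4-VP16 expression switched on by copper sulfate through the metallothionein promoter; potency is read from the fitted curve at half-maximal effect; % is scaled to controls: 0 for no effect and ±100 for the full control effect; nearly all actives have a fitted effect of over 50% in size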
BRCA1 expr act: increases BRCA1 expression; MCF7-BRCA1-FFLuc reporter, luminescence, 48 h; response scale: scaled: vehicle 0%, 10 µM genistein 100%; Potency, µM (series often up to 46.1 µM), inactives show at the highest dose activation, most hits filed as activators; hit rate 1.1% among 380,000; AID 624202; also: potency is read from the fitted curve at half-maximal effect; nearly all actives have a fitted effect of over 80% in size; some results filed as inactive show a strong effect at the top dose
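Luminescence from a BRCA1-driven firefly luciferase in MCF7 cells was the read-out, taken 15 min after substrate addition following 48 h compound exposure at 37 °C. Data were normalized to a 10 microM genistein control and DMSO vehicle.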
PKM2 act: activators of human pyruvate kinase M2. purified PKM2, Kinase-Glo ATP luminescence, activation; response scale: 0% is enzyme alone, no compound. Potency, µM (top dose mostly 57.5 µM), for inactives: at the top dose activation, most hits filed as activators. hit rate 0.34% among 260,000. AID 1631; also: potency is read from the fitted curve at half-maximal effect; % is scaled to controls: 0 for no effect and ±100 for the full control effect; nearly all actives have a fitted effect of over 55% in size
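hPK-M2, >95% pure; 0.1 mM ADP / 0.5 mM PEP final; imidazole pH7.2 buffer w/ 7 mM MgCl2, 50 mM KCl; 1 h RT; Kinase-Glo lum. Intermediate enzyme activity for dual inhibitor/activator qHTS.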
RORg inh: blocks mouse ROR gamma transcriptional activity; P51450; Drosophila S2 Gal4-RORgamma UAS-luciferase reporter, 20 h; Potency, µM (series often up to 53.6 µM), without a hit: at the top dose activity change, negative = inhibition, actives largely listed as inhibitors; hit rate 5.4% among 310,000; also: potency is read from the fitted curve at half-maximal effect; % is scaled to controls: 0 for no effect and ±100 for the full control effect; nearly all actives have a fitted effect of over 60% in size
Target sequence (P51450 whole entry, looked up, the tested form may be a part): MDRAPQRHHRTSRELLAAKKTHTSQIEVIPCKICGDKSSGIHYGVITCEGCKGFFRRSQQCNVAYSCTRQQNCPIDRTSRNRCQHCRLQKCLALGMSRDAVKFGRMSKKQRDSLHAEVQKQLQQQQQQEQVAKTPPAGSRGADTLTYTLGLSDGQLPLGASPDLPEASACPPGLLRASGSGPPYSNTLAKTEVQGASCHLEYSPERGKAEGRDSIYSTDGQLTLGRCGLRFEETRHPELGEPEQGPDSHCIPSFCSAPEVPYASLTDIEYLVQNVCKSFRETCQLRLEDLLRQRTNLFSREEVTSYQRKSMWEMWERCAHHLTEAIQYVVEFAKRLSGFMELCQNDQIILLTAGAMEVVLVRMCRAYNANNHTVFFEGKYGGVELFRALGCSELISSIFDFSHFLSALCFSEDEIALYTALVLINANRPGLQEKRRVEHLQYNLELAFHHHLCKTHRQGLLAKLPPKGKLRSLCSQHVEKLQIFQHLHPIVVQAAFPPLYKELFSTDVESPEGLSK
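Luminescence from a UAS-regulated Photinus luciferase reporter in stably transfected Drosophila Schneider cells is measured; decreased signal marks ROR gamma inhibition. Fusion expression is induced by 700 uM copper sulfate for 20 hr.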
Rab9 prom act: activators of Rab9 promoter; Potency, µM (series often up to 9.22 µM), for inactives: at the top dose activation, negative = inhibition, actives largely listed as activators; AID 485297; Huh7 Rab9 promoter-luciferase reporter, luminescence, 24 h; hit rate 2.8% among 320,000; also: potency is read from the fitted curve at half-maximal effect; % of control where 0% means no effect; nearly all actives have a fitted effect of over 60% in size
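Steps: seed 1500 Huh7 Rab9-luc cells per well, rest 2 h at 37 °C; add compound in DMSO; incubate 24 h; add luciferase reagent, 10 min ambient; read luminescence.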
Giardia kill: kills Giardia lamblia. Giardia lamblia trophozoite viability. activity change, % at 7.66 µM, hits read low. hit rate 0.15% among 340,000; in the data active = activity change below about -80%; inconclusive = between about -30% and that limit;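 also: parasites exposed to compound for two days anaerobically before the ATP read; % is scaled to controls: 0 for no effect and ±100 for the full control effect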
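Giardia trophozoites, 100 cells per well, were exposed to compounds for 48 hrs at 37 deg C under anaerobic conditions; viability was then read as ATP content by bioluminescence after 15-30 min at room temperature.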
Menin-MLL TR inh: menin-MLL binding inhibition, Texas Red mutant peptide | O00255 | hit rate 0.23% among 270,000 | Menin + Texas Red MLL mutant peptide, fluorescence polarization | Potency, µM (highest dose often 61.6 µM), for the others: at the top dose FP activity change, negative = inhibition, hits mostly inhibitors; active = well fitted inhibition curve with a large enough effect in the polarisation, with a control signal flat, not every such curve was filed as active; inconclusive = small, poorly fitted or top-dose-only effect, or effect the other way, or a change in a side signal; inactive = no such curve, though single readings can be large or run the other way; the % refers to the polarisation; also: potency is read from the fitted curve at half-maximal effect; % of control where 0% means no effect; many of its hits are not listed in these tables
Target sequence (O00255 whole entry, looked up): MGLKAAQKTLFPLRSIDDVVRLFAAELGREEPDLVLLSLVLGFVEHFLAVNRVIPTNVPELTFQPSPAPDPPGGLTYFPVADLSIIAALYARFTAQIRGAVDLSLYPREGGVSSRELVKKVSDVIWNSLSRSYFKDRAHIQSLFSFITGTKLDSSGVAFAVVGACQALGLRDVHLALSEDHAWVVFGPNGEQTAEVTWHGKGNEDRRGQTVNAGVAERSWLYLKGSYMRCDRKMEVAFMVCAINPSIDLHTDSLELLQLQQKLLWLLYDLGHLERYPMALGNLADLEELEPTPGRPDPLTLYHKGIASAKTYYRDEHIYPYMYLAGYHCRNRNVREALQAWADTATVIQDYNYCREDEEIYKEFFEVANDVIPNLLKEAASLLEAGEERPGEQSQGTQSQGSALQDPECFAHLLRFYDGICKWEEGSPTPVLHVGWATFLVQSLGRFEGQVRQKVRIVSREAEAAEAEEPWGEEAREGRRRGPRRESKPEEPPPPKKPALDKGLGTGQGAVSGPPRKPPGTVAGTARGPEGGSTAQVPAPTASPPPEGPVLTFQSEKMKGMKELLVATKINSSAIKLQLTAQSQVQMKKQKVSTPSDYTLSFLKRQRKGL
ELG1 genotoxic: inducers of genotoxicity in HEK293T ELG1-luciferase cells; Potency, µM (highest dose often 46 µM), for inactives: top-dose activity change, positive = activation, usual class: activators; hit rate 1.3% among 330,000; AID 504466; HEK293T ELG1-luciferase reporter, luminescence, 16 h; also: potency is read from the fitted curve at half-maximal effect; % of control where 0% means no effect; nearly all actives have a fitted effect of over 60% in size
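Cells (2,000/well) expressing the ELG1-luciferase fusion are dosed by pin tool and kept 16 hr at 37 °C, 5% CO2. Signal comes from ONE-Glo luciferase reagent after 30 min at room temperature.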
Starred values were filed as active, the others as inactive; ? = inconclusive; · = not tested or not shown; & = joins results of further samples; [ ] = remark or other dose. Unless noted, calls follow the shape of the dose curve; as a rule, active = well fitted curve in the direction sought with a large enough effect; inconclusive = small, poorly fitted or top-dose-only effect, or another doubt; inactive = no such curve, though single readings can be large; an effect the other way counts as inactive or inconclusive. Not all compounds are listed; the hit share may differ from the screen's.

SMILES	p53 reactivator	NPC1 prom act	FLuc counter	VP16 counter	BRCA1 expr act	PKM2 act	RORg inh	Rab9 prom act	Giardia kill	Menin-MLL TR inh	ELG1 genotoxic
CS(=O)(=O)N(CC(=O)N1CCc2ccccc2C1)c1ccc(Cl)cc1F	-2%	1%	-1%	-6%	-5%	·	40%	-4%	18	-19%	3%
CC(C(=O)NC1CCCCC1)N(Cc1ccccc1)C(=O)c1snc(C(N)=O)c1N (configuration not stated)	-8%	4%	0%	-12%	6%	5%	17%	-5%	-25	-1%	-9%
CC(=O)C1=C(O)CCC1=N	-2%	7%	1%	0%	-14%	1%	-20%	-4%	12	-10%	1%
COc1ccc(/C=C(/NC(=O)c2ccco2)C(=O)N2CCc3ccccc32)cc1OC	-4%	6%	1%	19%	9%	10%	0%	0%	-25	·	0%
O=C(O)c1ccc(N2C(=O)CC(N3CCC(c4nc5ccccc5[nH]4)CC3)C2=O)cc1 (configuration not stated)	1%	-4%	-8%	10%	-7%	-5%	-14%	-1%	13	-4%	1%
O=C(NC1=NCCS1)c1cccs1	4%	4%	-19%	11%	43%	-1%	3%	16%	-18	?	19%
Cc1ccc(S(=O)(=O)N(CCO)c2cc3c(s2)CCCC3)cc1	0%	-2%	3%	-3%	-14%	7%	-39%	-9%	-9	-18%	-5%
O=C(NNc1ccnc2cc(Cl)ccc12)C1CCCCC1	-5%	-39%[inhibitor]	0%	?	-48%	·	-1%	-31%[inhibitor]	7	6%	-8%
CC1=CN2C(=N)/C(=C\c3cn(CCCOc4ccccc4)c4ccccc34)C(=O)N=C2S1	-1%	19%	1%	5µM*	-33%	-5%	7.1µM*	18%	-16	-19%	?
COC(=O)Cn1c2ccc(F)cc2c2nc(C)sc21	5%	-2%	-14%	4%	0%	-1%	22%	-6%	-9	24%	1%
CNC(=O)c1sc(-c2ccccn2)nc1C	1%	3%	7%	18%	9%	-4%	32%	1%	8	-8%	-13%
O=C(Cc1ccccc1)Nc1cc2c(cc1Cl)OCCCO2	29%	3.2µM*	17µM*	2%	3.2µM*	-1%	0%	2.8µM*	-6	2%	?
O=C(CSc1nnc(COc2ccccc2)o1)N1CCCCC1	2%	3%	-2%	-2%	-2%	·	-22%	-1%	9	-7%	-4%
CSc1ccc(S(=O)(=O)NCC(=O)OCC(=O)NCc2ccco2)cc1[N+](=O)[O-]	1%	-3%	4%	·	-23%	·	·	3%	-7	·	-2%
CCCCn1c(N)c(N(C)C(=O)c2ccc(-n3cccn3)cc2)c(=O)[nH]c1=O	2%	-3%	1%	·	0%	·	·	-2%	-9	·	3%
Cc1ccccc1NC(=O)COC(=O)c1ccc2c(c1)OCCO2	8%	-2%	?	·	16%	·	·	0%	3	·	0%
O=C(CN1CCC(NC(=O)c2ccccc2)CC1)NCc1ccccc1F	-19%	1%	1%	-3%	7%	7%	-21%	-8%	-15	3%	-1%
COc1ccc(CCNC(=O)c2ccc(-c3ccc([N+](=O)[O-])cc3Cl)o2)cc1OC	-13%	-15%	1%	?	-33%	1%	23%	-23%	?	22%	-18%
Cc1ncsc1C(=O)N1N=C2/C(=C/c3ccc(N4CCOCC4)cc3)CCCC2C1c1ccc(N2CCOCC2)cc1 (configuration not stated)	19%	-4%	-3%	-1%	-39%	-1%	19%	0%	-18	-5%	7%
O=S(=O)(Nc1ccc(Br)cc1)c1cccc(NC(=S)NCCN2CCOCC2)c1	2%	-2%	-2%	1%	-12%	2%	?	-4%	10	38%[activator]	-9%
Cc1ccccc1CN1CCN(C(=O)c2ccc(S(=O)(=O)NCc3ccco3)cc2)CC1	1%	-1%	4%	·	-17%	·	·	-8%	-15	·	0%
CN1CCN(CCOC2Cc3ccccc3Sc3ccc(Cl)cc32)CC1 (configuration not stated)	-5%	0%	1%	-17%	-61%	-10%	19%	0%	-5	-15%	-1%
Cc1cccc(NNC(=S)Nc2c(C)cccc2C)c1	4%	-2%	-1%	3.2µM*	-7%	-10%	4µM*	2%	-3	5%	-8%
NNC(=S)Nc1ccc(OC(F)(F)F)cc1	1%	-1%	-6%	?	-12%	-5%	?	2%	-30	·	-5%
COc1ccc(OC)c(C(=O)c2coc3ccc(O)cc23)c1	16%	3%	-15%	18%	-27%	16%	22%	3%	0	0%	?
O=C(Nc1ccc(N2CCOCC2)cc1N1CCOCC1)c1ccc([N+](=O)[O-])cc1Cl	-5%	2%	-3%	2%	-9%	-5%	13%	-9%	-18	·	1%
COc1ccc(Br)c(C(=O)N2CCN(S(=O)(=O)/C=C/c3ccccc3)CC2)c1	-3%	2%	3%	-13%	-18%	7%	21%	2%	-27	2%	-5%
CCCNS(=O)(=O)c1ccc(OCC(=O)Nc2ccccc2F)cc1	3%	0%	-5%	1%	18%	21%	41%	-1%	3	6%	-1%
COc1ccccc1/C=C/C=N/n1c(-c2cc(-c3ccccc3)n[nH]2)n[nH]c1=S	?	-3%	5.4µM*	4%	-6%	-1%	?	13%	0	·	4%
CCCc1nc(SCc2ccccn2)c2c(=O)n(C)c(=O)n(C)c2n1	-1%	-2%	1%	5%	-9%	13%	0%	7%	-10	0%[11.7 µM]	-7%
CCS(=O)(=O)N1CCN(C(C)CCc2ccccc2)CC1 (configuration not stated)	-1%	-1%	1%	-11%	0%	-4%	-39%	1%	-1	-18%	8%
c1ccc2c(c1)CC/C2=N/Nc1nc2ccccc2[nH]1	3%	?	6.7µM*	5.6µM*	?	-6%	1.1µM*	2.5µM*	-18	?	?
O=C(c1cc(-c2ccccc2)on1)N1CCCc2ccccc21	9%	13%	24µM*	4%	47%	-6%	-16%	?	7	5%	?
CCOC(=O)c1cc(-c2ccccc2)n(CC(=O)Nc2ccc(OC)c(OC)c2)c1C	-19%	1%	-2%	-12%	-16%	3%	-16%	-4%	34[activator]	8%	3%
Cc1nnc(NC(=O)c2ccc(S(=O)(=O)N3CCc4ccccc4C3)cc2)o1	3%	-5%	?	5µM*	4%	5%	1.3µM*	-4%	-10	?	-13%
COCc1nc2oc3ccccc3c(=O)c2cc1C(=O)OC	20%	?	15µM*	-5%	?	·	-10%	4.5µM*	-12	6%	?
COc1ccc(CSCC(=O)N/N=C/c2ccccc2OCc2ccccc2)cc1	14%	2%	-10%	0%	17%	1%	-34%	2%	-10	9%	-6%
NC(=O)CC(NC(=S)NCc1ccccc1)C(=O)O (configuration not stated)	2%	-3%	-1%	?	1%	1%	?	-36%[inhibitor]	10	14%	2%
COc1ccc(Cl)cc1NC(=O)NC(C)c1ccncc1 (configuration not stated)	-3%	2%	0%	-4%	-12%	-4%	-5%	0%	11	16%	-9%
CCc1ccc(CN(C)C(=O)c2ccc3c(c2)OCCO3)cc1	2%	-4%	3%	19%	-2%	·	12%	3%	11	?	0%
COc1cc2c(C(=O)N3CCN(c4ccccc4)CC3)c(C)oc2cc1Br	28%	-1%	-1%	1%	-49%	1%	?	0%	-5	-11%	-13%
CCCOC(=O)CCCC[C@H]1SC[C@@H](NC(=O)OC)[C@H]1NC(=O)OC	15%	-3%	-1%	-5%	-3%	4%	7%	2%	-18	16%	-3%
Oc1ccccc1N1CCN(c2ncccn2)CC1	-2%	-2%	-3%	8%	-20%	0%	31%	-1%	6	-15%	6%
CCOC(=O)c1cn(CC(=O)Nc2ccc(OC)cc2OC)nn1	-3%	-1%	-4%&-1%	-3%	10%	2%	-12%	-1%	6	1%	0%
O=C(Nc1cccc(-c2cnc3ccccc3n2)c1)c1ccc(Cl)cc1	?	6%	-10%	-6%	80%	13%	13%	12%	11	?	8%
COc1ccc(CN2C(=O)[C@@H]3C(c4ccccc4Cl)=NO[C@@H]3C2=O)cc1	7%	10%	-1%	-4%	0%	-4%	-34%	-5%	-5	12%	2%
COc1cccc(/C=C(\C#N)C(=O)NC2CCS(=O)(=O)C2)c1 (configuration not stated)	-7%	1%	2%	-26%	3%	2%	-43%	0%	11	-11%	3%
C(=C\c1ccccn1)/c1cccnc1	?	?	?	6%	·	-21%	-1%	?	·	?	?
CCN(CC(=O)NCc1ccc(Cl)cc1)C(=O)CSCC(=O)Nc1cccc(C)c1	-13%	6%	0%	18%	-2%	1%	0%	1%	12	·	1%
CCCOc1ccc(C(=O)NNC(=O)CCNC(=O)c2ccco2)cc1OC	9%	5%	1%	·	0%	·	·	0%	3	·	-2%
NNC(=O)c1nc(-c2cccc(-n3cccc3)c2)no1	2%	-3%	-13%	-14%	-8%	4%	?	-4%	24	·	-1%
CC1=CC(C)(C)NC(=S)N1c1cccc2ccccc12	-2%	0%	6%	5µM*	13%	7%	?	-2%	-5	-1%	0%
